proKLK7 act – activators of human kallikrein-7 zymogen; purified proKLK7, EDANS-DABCYL substrate fluorescence; 100% is mature enzyme control, 0% vehicle; activation, % at 7 µM; 370,000 tested, 0.9% active;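 active = activation above the mean of all tested compounds plus 3 SD, computed per campaign excluding outliers beyond control limits, cut at about 13% in these data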
Tn6 DDE FP – DD(E)-Tn6 binding inhibition, primary FP screen; Fibrin DD(E) TRITC-Tn6 fluorescence polarization displacement; inhibition, % at 8.3 µM; 370,000 tested, 0.21% active;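 active = inhibition above a per-campaign cutoff: mean of compounds within control limits plus 3 SD, cut at about 15% in these data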;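 note: 0% = median of all compound wells on the plate and 100% = blocking peptide control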
GC-B act – GC-B (human) receptor activation. 370,000 tested, 0.11% active. AID 1920062. activation, % at 10 µM. P20594. HEK293-GC-B cells, CNP EC30, cGMP TR-FRET; 0% at EC30 CNP, 100% saturating CNP;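 active = activation at 10 µM reaching about 35% in either raw or pattern-adjusted values, limit read from the data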
ARFGAP1 inhibitor – rat ARFGAP1 inhibition | Q62848 | Arfgap1-stimulated ARF1 GTP hydrolysis, GDP FP detection | inhibition, % at 16.5 µM | 360,000 tested, 0.26% active | AID 651572;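 active = inhibition above a per-plate limit, mean inhibition of low control wells plus 3 SD, cut at about 25% in these data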;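 note: 0% = DMSO wells with enzyme and 100% = wells lacking Arfgap1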
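System: truncated rat Arfgap1 GAP domain / Medium: HEPES-based buffer, pH 7.5 / Also added: N-terminally truncated human ARF1-GTP substrate / Incubation: enzyme reaction 120 min at 25 °C after 20 min preincubation / Measured by: FP of antibody-bound GDP Alexa 633 tracer, ex 620/em 688 nm / Replicates: singlicate, each compound tested once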
ADAM10 inh – inhibitors of human ADAM10; inhibition, % at 7 µM; recombinant ADAM10, EDANS/DABCYL FRET peptide cleavage, 3 h; O14672; 370,000 tested, 0.62% active;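 active = inhibition above a per-campaign cutoff equal to the mean of compounds falling between control-based bounds plus 3 SD, cut at about 20% in these data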;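 note: 0% = DMSO wells while the 100% control is not disclosed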
rCAG RNA binder – r(CAG) repeat RNA binding; TO-PRO-1 dye displacement fluorescence; inhibition, % at 3 µM; 370,000 tested, 1.3% active;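 active = inhibition above the plate cutoff, the mean of all test compounds on that plate plus 3 SD, cut at about 35% in these data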;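 note: 0% = DMSO alone and 100% = 100 µM mitoxantrone as full dye displacement; higher means more dye released from RNA so lower well fluorescence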
NPR1 activator – GC-A (human) enzyme activation; P16066; HEK293 GC-A cells, cGMP TR-FRET, EC30 ANP; 0% at EC30 ANP, 100% saturating ANP; 370,000 tested, 0.14% active; activation, % at 10 µM; AID 1671463; in the data active = activation above about 40%
Target sequence (P16066 whole entry, looked up): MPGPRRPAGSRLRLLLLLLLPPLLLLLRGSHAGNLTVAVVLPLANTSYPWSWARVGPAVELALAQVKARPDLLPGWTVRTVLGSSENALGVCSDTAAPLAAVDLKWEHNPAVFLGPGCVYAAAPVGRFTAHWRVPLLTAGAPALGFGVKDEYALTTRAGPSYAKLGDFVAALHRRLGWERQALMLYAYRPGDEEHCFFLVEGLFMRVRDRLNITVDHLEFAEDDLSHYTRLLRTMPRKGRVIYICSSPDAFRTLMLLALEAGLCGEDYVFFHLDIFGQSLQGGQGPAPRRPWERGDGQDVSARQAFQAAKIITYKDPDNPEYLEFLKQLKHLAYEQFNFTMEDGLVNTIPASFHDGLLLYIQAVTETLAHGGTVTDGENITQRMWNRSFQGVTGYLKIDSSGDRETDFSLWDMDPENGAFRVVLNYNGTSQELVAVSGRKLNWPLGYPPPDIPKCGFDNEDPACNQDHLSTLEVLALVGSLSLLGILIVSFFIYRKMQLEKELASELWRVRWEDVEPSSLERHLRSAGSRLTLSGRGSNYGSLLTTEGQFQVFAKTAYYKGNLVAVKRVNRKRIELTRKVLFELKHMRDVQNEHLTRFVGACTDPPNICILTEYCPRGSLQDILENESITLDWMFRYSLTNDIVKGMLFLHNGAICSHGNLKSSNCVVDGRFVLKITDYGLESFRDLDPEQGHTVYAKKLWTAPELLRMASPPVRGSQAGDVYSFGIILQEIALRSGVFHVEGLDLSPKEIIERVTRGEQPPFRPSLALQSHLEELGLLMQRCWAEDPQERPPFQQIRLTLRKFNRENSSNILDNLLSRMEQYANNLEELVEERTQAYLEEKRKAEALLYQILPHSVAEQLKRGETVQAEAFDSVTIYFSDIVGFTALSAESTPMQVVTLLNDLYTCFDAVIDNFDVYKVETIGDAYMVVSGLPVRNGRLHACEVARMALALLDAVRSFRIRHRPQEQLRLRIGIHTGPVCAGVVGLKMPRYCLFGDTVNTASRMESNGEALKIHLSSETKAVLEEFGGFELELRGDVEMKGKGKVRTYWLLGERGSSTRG
ASAP1 GAP inh – ASAP1 ArfGAP inhibition; Q9ULH1; ASAP1-stimulated ARF1 GTP hydrolysis, GDP FP detection; inhibition, % at 16.5 µM; 360,000 tested, 0.19% active; AID 624377; in the data active = inhibition above about 25%;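 note: 0% = vehicle with enzyme and substrate and 100% = no enzyme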
FXN GAA850 act – increases GAA850 frataxin promoter reporter activity. HEK293 lucGAA850 FXN promoter luciferase reporter, 24 h; percent of 10 µM SAHA response. activation, % at 6 µM. 360,000 tested, 0.56% active;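 active = activation above the average of all compounds screened plus 3 SD, cutoff fixed separately per campaign, cut at about 7.5% in these data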;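 note: 0% = DMSO wells and 100% = 10 µM SAHA wells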
HGIII-sPLA2 inh – Blocks human group III sPLA2 activity. AID 743126. Q9NZ20. QFRET BODIPY PC-A2 liposome hydrolysis, fluorescence. inhibition, % at 12.2 µM. 370,000 tested, 0.56% active;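 active = inhibition above mean plus 3 SD of compounds lying within the high and low control bounds, cut at about 19% in these data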;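 note: 0% = median of test compound wells and 100% = no enzyme DMSO wells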
* = called active by the depositor; i = inactive; x = no result given.

Each structure is followed by: proKLK7 act, Tn6 DDE FP, GC-B act, ARFGAP1 inhibitor, ADAM10 inh, rCAG RNA binder, NPR1 activator, ASAP1 GAP inh, FXN GAA850 act, HGIII-sPLA2 inh
Cc1ccn(CCC(=O)NC2CC(C)(C)Cc3c2cnn3-c2ccccc2C)n1 (stereo not given)
  -0.1, 1, -5, -1, 10, -7, -6, 5, -1.0, 7
CN(C)CC(=O)N[C@@H]1CC[C@@H](CC(=O)NCCN2CCCCC2)O[C@@H]1CO
  -0.6, 0, -5, -7, -2, 0, 5, 10, x, 15
CCCn1nnc2ccccc2c1=O
  0.4, -7, 1, 7, -5, -1, -2, -12, 2.7, 3
CCOC(=O)c1ccccc1NC(=O)CN(c1ccccc1OCC)S(C)(=O)=O
  0.6, -1, -13, 4, 2, -6, -11, 5, 1.8, 2
COc1ccc2cc(C(=O)C3CCCN(C(=O)c4cnn(C(C)C)c4)C3)ccc2c1 (stereo not given)
  2.5, 0, -1, 6, i, -4, 0, 12, -0.5, -2
Cc1ccc(C(=O)N(C)[C@H]2C[C@H]3c4[nH]c5c(-c6ccc7c(c6)OCO7)cccc5c4CCN3C[C@H]2[C@H](C)O)cc1
  -0.1, -1, -1, x, 5, 7, 0, x, x, 3
CC1CC(C)CN(C(=O)C2CCCN(c3ncnc4c3nc3n4CCCCC3)C2)C1 (stereo not given)
  0.2, 2, 0, -10, 10, -10, 3, 1, 2.4, -1
O=c1cc(-c2ccc(O)cc2)oc2cc(O)c([C@@H]3O[C@H](CO)[C@@H](O)[C@H](O)[C@H]3O)c(O)c12
  -0.7, -3, 1, 8, -5, 2, -2, 11, 0.4, 7
CCCCC(=O)N(C)c1c(CC)nc2c(OCC(=O)N(C)C)cccn12
  1.1, -8, 6, -7, -7, 0, 1, 1, 1.6, -2
O=C(O)c1ccc(Nc2nc3c(s2)CCCC3)cc1
  0.0, -4, -5, 19, -7, 7, 5, 12, -2.9, 10
Cc1ccc(CNc2cccnc2)cc1
  -0.6, 0, 2, 2, -3, 1, 2, 7, -0.1, 0
CC(=O)Nc1cc(NC(=O)C2C3C=CC(C3)C2C(=O)O)ccc1Cl (stereo not given)
  -0.3, -5, 7, -11, 1, -1, 1, -1, -0.7, -3
O=C(NC1CCCCCCC1)c1c(O)c2ccccc2[nH]c1=O
  -0.1, 8, 5, -11, 3, 4, -5, -6, 1.5, -1
CCN1C(=NCCCOC(C)C)N[C@@H](c2ccccc2)[C@H](C(=O)OC)[C@H]1C
  -0.1, 3, 1, -10, -2, -1, -5, 2, -0.2, 19*
CC(C)CN1CCC(=O)N(CCO)CC1
  0.6, 6, 2, 5, 1, 1, -2, 6, -0.4, -1
COc1ccc(S(=O)(=O)Nc2ccc(N3CCOCC3)cc2)cc1[N+](=O)[O-]
  -0.5, -1, -1, -1, -8, -2, -4, -9, -0.3, 1
CC1=NN(C(N)=S)C(=O)C1N=Nc1cccc(Cl)c1 (stereo not given)
  -0.3, 2, -1, -5, 5, 6, 6, -24, 3.8, -3
CCOC(=O)C1Cn2c(nc3c(c2=O)C(C)(C)Cc2ccccc2-3)S1 (stereo not given)
  -0.6, 8, -4, 6, -32, -4, 1, 8, 1.9, -5
CC(C)c1nc(Cl)c(C#N)c2c1CCCC2
  -0.4, -6, -3, -5, 4, 4, 5, 6, 5.0, 5
Cc1cccc(C)c1N1CCN(C(=O)Cn2cncn2)CC1
  0.5, 0, -2, 4, 1, 0, -1, 11, 0.8, -2
CCOc1ccc(C(C)=O)cc1COc1ccc(-c2nnco2)cc1
  0.8, -2, 0, 14, 5, 0, 1, -1, 4.5, -1
COc1ccc([N+](=O)[O-])cc1NC(=O)CC(c1ccccc1)c1ccccc1
  -0.6, -3, -5, 3, 10, 5, -8, -2, 0.4, -8
O=C(COc1ccccc1)Nc1cccc2c1CCCC2
  -0.2, 2, -3, -15, -10, -5, 0, -9, -0.8, 0
CCOC(=O)N1CCN(C(=O)C2CCN(Cc3cccc(OCc4ccccc4)c3)CC2)CC1
  0.0, 0, 0, 12, 4, 2, 2, -6, 0.7, -9
CCO[C@H]1OC(C(=O)NC2CC2)=C[C@@H](c2coc3ccccc3c2=O)[C@@H]1CCCO
  0.5, 1, 1, 2, -17, -3, -2, 10, -0.5, 4
CCn1c(SCC(=O)Nc2cc(NC(C)=O)ccc2OC)nnc1-c1ccncc1
  0.0, -3, 0, 7, 7, -1, -3, 19, x, 6
COc1ccc(-c2ccc(C(=O)Nc3ccc(C(C)C)cc3)c3occc23)c(C)c1
  0.7, 1, -2, 1, -5, 6, 2, -1, -0.1, -7
Cc1ccc(C(=O)NCC(=O)OCc2nc3sc(C)c(C)c3c(=O)[nH]2)cc1
  -0.1, 0, -3, x, -8, 3, -4, x, x, 13
Cc1cc2c(c(=O)n1Cc1ccccn1)C(c1ccc3c(c1)OCO3)C(C#N)=C(N)O2 (stereo not given)
  -0.6, 10, -1, 4, 1, -2, -1, -17, -2.7, -1
O=C(c1ccco1)N1CCN(C(=S)Nc2ccccc2C(F)(F)F)CC1
  -0.2, 1, 2, 3, 5, 0, 2, 4, 1.5, 2
OCCN1CCN(c2nc(-c3ccccc3O)nc3ccccc23)CC1
  -0.2, -5, -4, 14, -1, -1, 4, 12, 3.4, -4
O=C(O)CCN=CC1=C(O)CC(c2ccccc2)CC1=O (stereo not given)
  -0.1, -1, 0, 10, 3, 0, 2, -16, 0.7, 5
CN1CC(c2ccccc2)C2(COc3ccccc3C2=O)C12C(=O)Nc1ccccc12 (stereo not given)
  0.7, -4, -14, 7, 17, -4, -34, -3, 0.3, 3
Nc1ccc2nc(CCCCCCCCc3nc4ccc(N)cc4[nH]3)[nH]c2c1
  -0.2, -12, -5, -4, 11, 0, -8, -1, -0.4, 12
CCc1nn2c(NCCOC)cc(C)nc2c1-c1ccc(F)cc1
  0.6, 5, -12, -9, -11, -7, -18, -12, -2.4, 3
O=C(NCc1ccco1)c1cc(S(=O)(=O)N2CCCc3ccccc32)ccc1Cl
  -0.1, 6, 6, 2, 7, 1, 0, -6, 0.3, -4
CCn1cc(C(=O)NCCc2ccccc2)c(=O)c2cc(F)c(N3CCN(C)CC3)cc21
  0.6, 3, -7, -1, -139, 4, 5, -4, 4.6, -12
CCOC(=O)C1(CCc2ccccc2)CCN(C2Cc3ccccc3C2)CC1
  0.2, -7, -13, 3, -5, -6, 2, -8, 1.8, -3
CCn1c2ccccc2c2cc(C=NNC(=O)c3cc(-c4ccc(OC)cc4)n[nH]3)ccc21
  50*, 10, -6, x, -187, 19, -3, x, x, -5
CN(C)c1cccc(CNC(=O)c2csc([C@@H]3O[C@H](CO)[C@@H](O)[C@H]3O)n2)c1
  0.1, 4, 0, -6, -1, 2, -1, -12, -1.1, 5
CN(C)c1ccc(P(=O)(OC2CCCCC2)C(Nc2ccccc2)c2cccnc2)cc1 (stereo not given)
  0.3, -3, -28, -3, -5, -8, -23, -8, 0.4, -7
CSc1ccc(S(=O)(=O)N2CCC(C(=O)Nc3ccc(C(N)=O)cc3)CC2)cc1
  -0.2, 7, -2, 2, -1, 3, 6, 1, 0.3, 5
CCCOc1ccc(C(C)=O)cc1CSc1nc(O)cc(=O)[nH]1
  -0.4, -3, -2, -6, -4, 17, -3, -4, -0.4, -1
COc1ccc(CNC(=O)c2coc(=O)c3ccccc23)c(OC)c1
  -0.5, 9, -1, -2, 0, -6, 2, -3, 0.9, 4
CCOC(=O)c1c(C)[nH]c(C)c1C(=O)COC(=O)[C@@H]1CCCN1S(=O)(=O)c1ccc(Cl)cc1
  0.2, -1, -5, 3, 0, -3, -3, 12, 0.0, -24
CSc1ccc(/C=N/NC(=O)c2ccc3nc[nH]c3c2)cc1
  1.6, 0, 1, 28*, -94, 1, -2, 12, 1.6, -1
O=c1c2cn(Cc3ccccc3)c3ccccc3c-2nn1Cc1ccc(F)cc1Cl
  0.0, 1, 4, 9, 2, 0, 4, 6, -0.1, 4
COc1ccc2c(CC(=O)NCCN3C(=O)S/C(=C\c4cccnc4)C3=O)coc2c1
  0.7, -5, 0, -4, 7, 10, 8, -9, 0.9, 2
CCOc1ccc(C(=O)CN2CCN(S(=O)(=O)c3ccc(F)cc3)CC2)cc1
  -1.1, 2, -3, -6, -1, -2, -3, -14, 0.8, -7
Cc1ccc(-c2nc(CS(=O)CC(=O)NCc3ccc(Cl)cc3)c(C)o2)cc1 (stereo not given)
  -0.4, 1, 1, 9, -6, 0, 4, 18, 0.8, -4
Cc1nn(-c2ccccc2)c(Cl)c1C(=O)OC(C)C(=O)NC(=O)NC1CCCCC1 (stereo not given)
  0.0, -5, -8, 16, -1, -3, 1, 4, 0.7, -14
CC1CCc2nc3ccccc3c(C(=O)OCC(=O)N3CCc4ccccc43)c2C1 (stereo not given)
  -0.4, -11, 1, 8, -12, 2, -5, 17, 2.2, 10
COCCn1c(SCC(=O)N2CCCC2)nc2c([nH]c3ccccc32)c1=O
  0.0, 1, -3, 3, 3, -4, 1, 3, 3.7, 5
COCCNC(=O)C1CCCN(C(=O)c2ccc3ccccc3n2)CC1 (stereo not given)
  0.7, 0, -1, -6, -8, 1, 4, 14, 0.6, 9
CNc1cc(-n2nc(C)cc2-c2ccccc2)ncn1
  0.9, 1, 2, -6, 1, -5, 0, 5, -0.8, 2
O=C(Nc1ccccc1)O/N=C/c1ccc(F)cc1
  -0.5, 5, 2, 7, 3, -2, 4, -15, 1.0, 7

Entries shown so far that contain an NH in an aromatic ring, in the order listed:
Each structure is followed by: proKLK7 act, Tn6 DDE FP, GC-B act, ARFGAP1 inhibitor, ADAM10 inh, rCAG RNA binder, NPR1 activator, ASAP1 GAP inh, FXN GAA850 act, HGIII-sPLA2 inh
Cc1ccc(C(=O)N(C)[C@H]2C[C@H]3c4[nH]c5c(-c6ccc7c(c6)OCO7)cccc5c4CCN3C[C@H]2[C@H](C)O)cc1
  -0.1, -1, -1, x, 5, 7, 0, x, x, 3
O=C(NC1CCCCCCC1)c1c(O)c2ccccc2[nH]c1=O
  -0.1, 8, 5, -11, 3, 4, -5, -6, 1.5, -1
Cc1ccc(C(=O)NCC(=O)OCc2nc3sc(C)c(C)c3c(=O)[nH]2)cc1
  -0.1, 0, -3, x, -8, 3, -4, x, x, 13
Nc1ccc2nc(CCCCCCCCc3nc4ccc(N)cc4[nH]3)[nH]c2c1
  -0.2, -12, -5, -4, 11, 0, -8, -1, -0.4, 12
CCn1c2ccccc2c2cc(C=NNC(=O)c3cc(-c4ccc(OC)cc4)n[nH]3)ccc21
  50*, 10, -6, x, -187, 19, -3, x, x, -5
CCCOc1ccc(C(C)=O)cc1CSc1nc(O)cc(=O)[nH]1
  -0.4, -3, -2, -6, -4, 17, -3, -4, -0.4, -1
CCOC(=O)c1c(C)[nH]c(C)c1C(=O)COC(=O)[C@@H]1CCCN1S(=O)(=O)c1ccc(Cl)cc1
  0.2, -1, -5, 3, 0, -3, -3, 12, 0.0, -24
CSc1ccc(/C=N/NC(=O)c2ccc3nc[nH]c3c2)cc1
  1.6, 0, 1, 28*, -94, 1, -2, 12, 1.6, -1
COCCn1c(SCC(=O)N2CCCC2)nc2c([nH]c3ccccc32)c1=O
  0.0, 1, -3, 3, 3, -4, 1, 3, 3.7, 5

Screens as filed in PubChem BioAssay.
